Source: PubChem BioAssay (several laboratories)
NR2E3 ag-1 – agonists of human nuclear receptor NR2E3. Q9Y5X4. GST-NR2E3/biotin-RetCOR TR-FRET, 1536-well. inhibition of corepressor binding, % at 4.78 µM. hit rate 0.12% among 320,000. AID 2300;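 active = percent inhibition above the cutoff of mean plus 3 SD of all tested compounds, set per screening campaign, cut at about 20% in these data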;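 also: 0% = DMSO wells and 100% = biotin wells as full block of FRET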
Target sequence (Q9Y5X4 whole entry, looked up): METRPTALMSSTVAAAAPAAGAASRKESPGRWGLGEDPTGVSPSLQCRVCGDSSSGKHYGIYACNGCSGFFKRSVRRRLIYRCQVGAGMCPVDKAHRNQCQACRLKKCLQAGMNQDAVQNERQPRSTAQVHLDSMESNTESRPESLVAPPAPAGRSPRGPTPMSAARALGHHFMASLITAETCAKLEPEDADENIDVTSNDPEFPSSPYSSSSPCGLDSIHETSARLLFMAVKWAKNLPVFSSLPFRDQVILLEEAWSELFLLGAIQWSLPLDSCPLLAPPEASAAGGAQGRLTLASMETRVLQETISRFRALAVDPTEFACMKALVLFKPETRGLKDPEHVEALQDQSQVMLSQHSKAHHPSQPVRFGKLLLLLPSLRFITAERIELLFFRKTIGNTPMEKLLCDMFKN
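Material – GST-tagged NR2E3 plus biotinylated RetCOR corepressor · Quantity – NR2E3 fusion 1.35 nM · Times – 5 h incubation at 4 °C · Medium – pH 7.5 Tris-based buffer · Technique – TR-FRET, Eu(K)-anti-GST donor, streptavidin-D2 acceptor, ex 340, em 617/671 nm · Benchmarks – high control biotin, low control 0.6% DMSO · Format – 1536-well plates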
KKLEB cytotox – counter-screen for CF NF-kB inhibitors: cytotoxicity; KKLEB CF airway cells viability, ATPlite luminescence, overnight; hits give low values; cells stimulated with P. aeruginosa culture filtrate; activity change (cytotoxicity), % at 5 µM; hit rate 0.36% among 360,000; AID 602141;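 active = corrected activity change at or below -50% at 5 µM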
TRPM1 prom inh – MITF TRPM1 promoter inhibition in SK-MEL-5 cells; AID 488899; SK-MEL-5 TRPM1 promoter luciferase, 24 h; hit rate 0.83% among 330,000; inhibition, % at 12.5 µM;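 active = mean inhibition across replicates of 60% or more, whatever share of single replicates reaches that level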; also: values of inactives mirror those of a sister screen read the other way
Shn3 3UTR inh – reduces Shn3 3'UTR luciferase signal in osteoblasts. AID 588674. Clone20 osteoblast Shn3 3'UTR firefly luciferase, 24 h. inhibition, % at 12.5 µM. hit rate 0.52% among 360,000;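 active = mean inhibition of at least 75% with every replicate also reaching 75%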;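 also: 0% = median of neutral control wells and 100% = pilot-screen positive control compound; some compounds past the cut are filed as inactive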
TROY NFkB inh – inhibitors of TROY-dependent NF-kB signaling; Q293 LMP1-TROYcd NF-kB luciferase reporter, 4 h; inhibition, % at 10 µM; hit rate 0.98% among 360,000;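 active = compounds whose plate-normalised and pattern-corrected inhibition of the luciferase reporter signal at the single screening dose is 50% or more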
TRAIL sens C8 – caspase-8 TRAIL sensitization. NB7+C8 cells + TRAIL, ATPlite viability luminescence. inhibition (viability loss, TRAIL sensitization), % at 10 µM. hit rate 1% among 360,000. AID 624354;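 active = compounds causing at least 50% loss of cell viability in the single-dose screen, relative to plate controls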
TWEAK-Fn14 inh – inhibitors of TWEAK-Fn14 interaction signaling; TWEAK-stimulated Fn14 reporter cells, luciferase luminescence, 8 h; inhibition, % at 10 µM; hit rate 2% among 360,000; in the data active = inhibition above about 50%
NR2E3 ag-2 – agonists of human NR2E3 nuclear receptor | CHO-S Gal4-NCOR/VP16-NR2E3 two-hybrid, luciferase | hit rate 0.35% among 360,000 | AID 602229 | inhibition of corepressor binding, % at 3.98 µM | Q9Y5X4;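 active = inhibition above the mean of all tested compounds plus 3 SD, cut at about 70% in these data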;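 also: 0% = DMSO with NR2E3 transfected cells and 100% = cells lacking NR2E3 construct; higher means lower luciferase signal from less NR2E3 corepressor binding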
CF NFkB block – blocks PAF-induced NF-kB reporter in cystic fibrosis cells; KKLEB NF-kB-GFP reporter, GFP fluorescence overnight; inhibition, % at 5 µM; hit rate 0.86% among 360,000;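 active = at least 50% inhibition at 5 µM, scaled per plate between neutral and stimulator controls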;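 also: PAF is a Pseudomonas aeruginosa culture filtrate used as stimulus; plate controls were PAF-stimulated DMSO wells for no effect and unstimulated DMSO wells for full effect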
Peg3 promoter – reduces Peg3 promoter-driven luciferase expression in HeLa | HeLa PEG-Prom luciferase reporter, luminescence, overnight | inhibition, % at 20 µM | hit rate 1.7% among 360,000 | AID 588405;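 active = inhibition of at least 50% at 20 µM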
HIF-2a inh – HIF-2a inhibition; 786-0 RCC cells HIF-2a reporter, luciferase luminescence, overnight; inhibition, % at 18.8 µM; hit rate 0.72% among 360,000; AID 624352;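 active = inhibition of the luminescence signal of 40% or more relative to plate controls, in a single-dose primary screen at 18.75 µM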
* hit, by the source's call; · = no result given.

SMILES,NR2E3 ag-1,KKLEB cytotox,TRPM1 prom inh,Shn3 3UTR inh,TROY NFkB inh,TRAIL sens C8,TWEAK-Fn14 inh,NR2E3 ag-2,CF NFkB block,Peg3 promoter,HIF-2a inh
CN(C)S(=O)(=O)N1CCc2ccc(NC(=O)C3CCCO3)cc2C1 (stereo unspecified),·,4,1,-23,-16,8,0,-11,24,0,-16
CCOC(=O)c1c(C)[nH]c(C(=O)Cn2nnc(-c3ccc(Cl)cc3)n2)c1C,4,-16,2,-3,9,-1,-16,-10,2,21,24
c1ccc(CN2CCC(=NNc3nc4ccccc4[nH]3)CC2)cc1,-3,7,14,-12,-12,6,0,-59,0,-32,-70
CN(C)N1C(N)=C(C#N)C(c2ccccc2)C2=C1CC(C)(C)CC2=O (stereo unspecified),3,1,-1,13,-13,-15,25,-8,11,8,3
COCCn1ccc2c(OCC(=O)Nc3cccc(NC(C)=O)c3)cccc2c1=O,-3,14,-10,-12,-16,7,-26,14,-46,5,19
CC(C)(C)c1ccc(S(=O)(=O)NCCc2ccncc2)cc1,1,7,-7,53,13,4,7,37,-2,19,18
N#C/C(=C\c1ccc(-c2cccc([N+](=O)[O-])c2)o1)C(=O)NCCN1CCOCC1,-2,0,4,3,-18,-9,-58,-21,-43,2,-44
CCc1ccc(N(CC(=O)NC2CC2)S(=O)(=O)c2ccc(C)cc2)cc1,2,8,-5,-13,-10,11,9,28,6,18,8
COC(=O)COc1ccc(S(=O)(=O)Nc2ccc(C(N)=O)cc2)cc1C,3,-4,12,10,14,4,10,1,-5,4,-3
Cc1ccc(NC(=O)CN2C(=O)N/C(=C/c3ccc(N4CCOCC4)cc3)C2=O)cc1,-1,9,-37,-10,-59,6,-29,-38,-10,-136,-140
O=S(=O)(c1cnc(Cl)c(Br)c1)N1CCc2ccccc21,-1,10,3,8,28,32,36,6,-32,69*,36
Cc1ccc(C)c(S(=O)(=O)N2CCN(C(=O)Cn3cnc4c3c(=O)n(C)c(=O)n4C)CC2)c1,3,4,1,-10,-5,-8,-11,34,10,7,15
Cc1ccc(NC(=O)CSCC(=O)Nc2cccc3ncccc23)cc1,0,11,2,13,1,-1,13,-15,9,22,18
Cc1nn(-c2ccccc2C(F)(F)F)c(=O)c2noc(C)c12,-4,-3,-4,17,-14,7,0,-17,10,15,18
Cc1nn(C)cc1S(=O)(=O)NCc1ccccc1Cl,2,-5,4,-5,-2,-11,-5,-35,-11,4,14
CC(C)[N+](C)(C)CC#CC(O)(c1ccccc1)c1ccccc1,1,-14,12,0,30,-7,10,-16,2,8,14
O=C(NCCCn1ccnc1)NC(C(F)(F)F)C(F)(F)F,-1,-6,6,-27,-25,7,-8,16,17,9,2
Cc1ccc(N2CC(C(N)=O)CC2=O)cc1C (stereo unspecified),-1,-9,14,-4,0,-9,-12,-12,0,15,15
CCOc1ccc(NC(=O)NCCCn2c(C)nc3cc(C)c(C)cc32)cc1,1,-7,10,52,18,-5,22,31,-2,16,1
CCNC(=O)NC(=O)CSc1ccccc1F,-4,-9,4,23,-11,-2,11,-8,2,-5,-4
CCOc1ccc2[nH]c(=O)c(CN(CCO)Cc3nnnn3CCc3ccccc3)cc2c1,0,-5,-4,10,-13,-1,23,3,5,1,14
CC(=O)N1CCc2c(sc(NC(=O)Cc3ccc(C)cc3C)c2C#N)C1,3,-12,3,7,10,16,-9,-10,9,11,6
CC(=O)N1Cc2cc(C(=O)NCC(F)(F)F)nc(-c3cccc(-c4cc5ccccc5o4)c3)c2[C@@H]1CCO,·,·,·,·,18,15,31,-3,·,·,2
O=C(Cc1ccccc1)NNS(=O)(=O)c1ccccc1[N+](=O)[O-],-4,-3,0,-1,-22,12,-18,-7,0,-40,-21
CCOc1ccc(NC(=S)NC(=O)C2CCCC2)cc1,-3,10,-18,-20,-42,-1,-24,-32,22,-86,-151
COc1ccc(C(=O)N(C)CC2CCN(CCc3cccc(C(F)(F)F)c3)CC2)cc1C,-3,-3,13,12,13,7,-1,-2,-6,12,8
Cc1ccc(NS(=O)(=O)c2ccc3c(c2)C(=O)c2ccccc2C3=O)c(C)c1,3,-1,24,4,-9,15,-4,-12,24,21,19
COc1cccc(CNC(=O)CSCc2cnn(-c3ccccc3)c2-n2cccc2)c1,-2,-3,3,-14,16,-5,7,-14,3,8,23
Cn1cc(SCC(=O)NC2CCCCC2)c2ccccc21,-3,9,24,5,6,-29,-4,-6,10,-2,12
CN(c1ccccc1)S(=O)(=O)c1ccc(-c2ccccc2)cc1,2,-4,-8,-2,-13,6,9,-9,-1,27,-24
Cc1sc(NC(=S)NC(=O)c2cccs2)nc1-c1ccc(CC(C)C)cc1,4,8,-30,-14,2,-4,-5,-21,-7,-7,-5
Cc1ccc(S(=O)(=O)N(C)CC(=O)N/N=C/c2ccc(C)o2)cc1,-5,7,7,-1,-3,-4,9,0,6,1,10
Cc1nc(SCc2cccc(F)c2)c2oc3ccccc3c2n1,0,-6,2,3,-7,17,0,28,17,6,-5
CC(C)(C)NC(=O)CC1C[C@H](C(=O)N2CCCCC2)[C@@]2(CCc3ccccc3)c3[nH]c4ccccc4c3CCN2C1=O (stereo partly specified),·,-5,13,-7,5,-2,13,-10,18,-2,6
CC(=O)Nc1ccc(S(=O)(=O)NCCOc2ccc(Cl)cc2C)cc1,3,2,-8,32,-8,23,7,16,-14,-3,-21
Oc1ccc2ccccc2c1CN1CCN(C/C=C/c2ccccc2)CC1,-1,0,-7,7,14,-2,16,-8,5,0,-19
CC(C)N1C(=O)c2ccccc2C1C(=O)NCCc1ccccc1 (stereo unspecified),1,-1,11,7,-3,-8,-1,-11,-4,2,27
COc1cc(CN(C)CC(=O)c2[nH]c(C)c(C(C)=O)c2C)ccc1OC(F)F,-2,-4,11,79,-3,22,15,39,3,5,3
COc1ccc2c(c1)C1NC(=S)NC(C)(O2)C1C(=O)Nc1ccc(Cl)cc1 (stereo unspecified),-1,7,5,-20,-9,-6,-4,-23,4,17,18
COc1ccc(N(C2=NCCCS2)S(=O)(=O)c2ccc(C(C)(C)C)cc2)cc1,0,2,-11,12,-19,4,-20,18,14,-15,6
O=C(Cc1ccc(Cl)cc1)NNc1c(F)c(F)cc(F)c1F,4,7,-6,-39,1,-7,-5,-9,-6,18,-19
CC(OC(=O)c1nn(C(C)C)c(=O)c2ccccc12)C(=O)Nc1ncc(Cl)cc1Cl (stereo unspecified),-1,8,1,13,3,12,-1,5,4,-2,16
Cc1cc(C)n(-c2nc(-c3ccc(Cl)cc3)cs2)n1,-3,-2,-39,-67,-37,4,-5,-30,12,-184,-166
Cc1ccc(S(=O)(=O)N2CCN(C(=O)c3n[nH]c(=O)c4ccccc34)CC2)c(C)c1,3,12,2,11,-19,4,-25,15,8,-1,15
COc1ccccc1NS(=O)(=O)c1cccc(N=C2N=C(N)c3ccccc32)c1,-5,-3,18,13,6,6,42,-3,27,22,17
COc1cccc(NC(=O)c2nc(S(C)(=O)=O)ncc2Cl)c1,1,-37,57,97*,53*,66*,74*,19,88*,108*,68*
CCCCCc1c(C)nc(N2CCc3ccccc32)[nH]c1=O,·,-1,5,34,-28,-6,16,-8,-6,-2,-5
CCCN1CCN(S(=O)(=O)c2c(C)[nH]c(C)c2C(=O)N2CCCCC2)CC1,-1,-14,-3,-3,13,-5,5,-1,-3,10,-2
Cc1c(C(=O)NCc2ccc3c(c2)OCCO3)sc(=O)n1Cc1ccccc1C(F)(F)F,·,-6,·,18,23,5,10,23,10,20,0
COc1ccc(S(=O)(=O)n2ccc(C(C)Oc3ccc(-c4ccccc4)c(F)c3)n2)cc1 (stereo unspecified),-1,-6,9,10,9,6,32,-5,-4,19,14
O=C(NCCSCc1ccco1)Nc1cc(Cl)cc(Cl)c1,-4,-6,-10,-11,38,10,7,-32,-2,-32,-62

These rows are one share of the data (hit frequency here may not be typical).
